Screens as filed in PubChem.
KAT2A inh: inhibitors of human GCN5L2 histone acetyltransferase; 390,000 tested, 0.21% active; Potency, µM (top dose mostly 58.9 µM), for the others: top-dose activity change, negative = inhibition, usual class: inhibitors; Q92830; GCN5L2 HAT assay, ThioGlo1 CoA-SH fluorescence
Target sequence (Q92830 whole entry, looked up): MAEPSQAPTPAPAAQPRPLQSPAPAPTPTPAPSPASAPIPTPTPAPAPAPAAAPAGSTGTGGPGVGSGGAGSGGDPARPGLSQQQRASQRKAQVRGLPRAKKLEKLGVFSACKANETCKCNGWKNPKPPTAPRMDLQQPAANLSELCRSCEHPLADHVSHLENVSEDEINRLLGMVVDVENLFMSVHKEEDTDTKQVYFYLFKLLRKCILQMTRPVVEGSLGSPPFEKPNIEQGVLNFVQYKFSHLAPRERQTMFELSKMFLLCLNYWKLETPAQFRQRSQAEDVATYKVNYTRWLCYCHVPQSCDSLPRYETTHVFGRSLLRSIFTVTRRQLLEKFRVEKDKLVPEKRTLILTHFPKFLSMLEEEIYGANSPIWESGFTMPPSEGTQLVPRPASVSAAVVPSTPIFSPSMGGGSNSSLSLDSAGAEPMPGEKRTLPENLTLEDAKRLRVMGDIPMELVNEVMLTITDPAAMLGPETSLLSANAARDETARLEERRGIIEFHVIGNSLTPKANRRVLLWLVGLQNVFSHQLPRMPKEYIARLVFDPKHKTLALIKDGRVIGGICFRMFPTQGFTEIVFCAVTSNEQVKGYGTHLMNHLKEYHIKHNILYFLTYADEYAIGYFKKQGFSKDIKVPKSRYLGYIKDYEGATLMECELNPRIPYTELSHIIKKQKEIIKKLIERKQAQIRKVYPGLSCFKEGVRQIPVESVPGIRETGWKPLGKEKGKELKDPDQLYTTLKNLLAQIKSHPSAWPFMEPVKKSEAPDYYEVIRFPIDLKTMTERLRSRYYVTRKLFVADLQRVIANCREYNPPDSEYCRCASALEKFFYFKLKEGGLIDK
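GCN5L2 (20 nM) in 50mM HEPES pH 7.5, 0.1mM EDTA, 0.01% Tween-20 preincubated 15 min with compounds at room temperature. Reaction started with H3(1-25) 75uM, acetyl-CoA 70uM, ThioGlo1 50uM; CoA-thiol fluorescence (Ex340/Em540) read at 0 and 20 min.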
DT40 TDP1 no CPT: qHTS for Inhibitors of human tyrosyl-DNA phosphodiesterase 1 (TDP1): qHTS in cells in absence of CPT. 420,000 tested, 15% active. Potency, µM (titrated, usually from 46.2 µM), for inactives: at the top dose activity change, negative = growth inhibition, most hits filed as inhibitors. DT40 Tdp1-/- hTDP1 cells, no CPT, ATP luminescence, 48 h. AID 686978, 2013; note: nearly all actives have a fitted effect of over 55% in size
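Readout: luminescence from CellTiter-Glo after 30 min in the dark at RT. Cells: DT40 Tdp1-/- with stable hTDP1, 400/well. Exposure: compounds alone, ≥48 hr, 37 °C.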
TDP1 inh: inhibitors of human tyrosyl-DNA phosphodiesterase TDP1; recombinant TDP1, AlphaScreen DNA substrate cleavage; 350,000 tested, 0.28% active; AID 485290; Potency, µM (titrated, usually from 130 µM), for the others: top-dose activity change, negative = inhibition, usual class: inhibitors; note: nearly all actives have a fitted effect of over 40% in size
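Enzyme-compound mixtures sat 15 min at room temperature, followed by a 5 min reaction with 15 nM final substrate and 10 min with AlphaScreen beads. Recombinant human Tdp1 was used at 1 nM final.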
Active calls of the source: *; ? = inconclusive; · = not tested or not shown; & = joins results of further samples; ! = a repeat was not active; [ ] = another dose, or the depositor's remark. Calls come from the whole dose curve; as a rule, active = well fitted curve in the direction sought with a large enough effect; inconclusive = small, poorly fitted or top-dose-only effect, or another doubt; inactive = no such curve, though single readings can be large; an effect the other way counts as inactive or inconclusive. % is set by controls: 0 for no effect and ±100 for the full control effect; potency is the fitted concentration of half-maximal effect. A portion of the library, so the mix of outcomes need not match the whole.

SMILES	KAT2A inh	DT40 TDP1 no CPT	TDP1 inh
Cc1cccc(C2=NCC(=O)N(CC(=O)NCc3ccco3)c3sc4c(c32)CCCC4)c1	1%	?	-4%
O=c1c2ccccc2nc(/C=C/c2ccc(O)cc2)n1-c1ccc(O)cc1	0%	?	·
O=C(CCNC(=O)N1C[C@H]2C[C@@H](C1)c1cccc(=O)n1C2)Nc1cccc(Cl)c1	-7%	3%	·
CCCC/C(=N\O)c1c[nH]c2ccccc12	-3%	-4%	7%
NC(=O)c1ccc(C(=O)Nc2ccc([As](=O)(O)O)cc2)cc1	4%	·	3%
C=CCN1C(=O)NC(=O)/C(=C/c2ccc(OC)c(COc3ccc(NC(C)=O)cc3)c2)C1=O	0%	3.7µM*	-9%
CCCNC(=O)c1c(N)n(Cc2ccc3c(c2)OCO3)c2nc3ccccc3nc12	-21%	-9%	3%
COc1ccc(OCCn2c(NC(=O)c3ccc(OC)cc3)nc3ccccc32)cc1	-2%	16µM*	10%
COc1ccccc1-n1c(Cc2ccccc2)nc2ccccc2c1=O	-3%	-30%	5%
NC1CCCCC1N=Cc1c(O)n(CCc2ccc(F)cc2)c(=O)[nH]c1=O (stereo not given)	0%	18µM*	3%
Cn1c(O)c(C=Nc2ccccc2-c2ccccc2)c(=O)n(C)c1=O	3%	3%	·
CCOc1ccc(Cl)cc1CNCCc1ccc(F)cc1	-3%	16µM*	0%
CCOc1ccc(NC2=NCCCS2)cc1	0%	-17%	10%
C#CC(C)(CC)NC(=O)Cn1nnc(-c2ccc(OCc3ccccc3C)cc2)n1 (stereo not given)	-15%	?	3%
N/C(=N\[N+](=O)[O-])N/N=C/c1ccc(O)cc1	-29%	-23%	0%
Cc1cc(N=Nc2ccccc2C)ccc1N	·	-23%	25%
ClC1=C(Cl)C2(Cl)C3C4C=CC(C4)C3C1(Cl)C2(Cl)Cl (stereo not given)	5%	-2%	7%[56.1 µM]
O=C(O)CCn1cc(C=C2C(=O)NC(=O)NC2=O)c(-c2cc3ccccc3oc2=O)n1	-5%	-6%	·
COc1cc(OC)c(OC)cc1CNCCc1ccc(F)cc1	-13%	12µM*	6%
O=c1[nH]c2ccccc2o1	1%	-7%	5%
OCCN1C2CCC1CC(O)(c1ccc(F)cc1)C2 (stereo not given)	-9%	-4%	-1%
COc1ccc(N2C(=O)NC(=O)/C(=C/c3cccc(OC(=O)c4cccs4)c3)C2=O)cc1Cl	?	1%	-5%
O=C(Cn1c(=O)n(Cc2ccccc2)c(=O)c2sc3ccccc3c21)NCc1ccccc1Cl	0%	?	4%
CN1CCN(c2cc(N3CCNCC3)ccc2[N+](=O)[O-])CC1	-1%	7.3µM*	-8%

Single values from the entries so far.
For DT40 TDP1 no CPT, `COc1cc(OC)c(OC)cc1CNCCc1ccc(F)cc1` is entered as 12µM*
For KAT2A inh, `CCOc1ccc(NC2=NCCCS2)cc1` is entered as 0%
For TDP1 inh, `OCCN1C2CCC1CC(O)(c1ccc(F)cc1)C2` (stereo not given) is entered as -1%
For TDP1 inh, `C#CC(C)(CC)NC(=O)Cn1nnc(-c2ccc(OCc3ccccc3C)cc2)n1` (stereo not given) is entered as 3%

Continued.
SMILES	KAT2A inh	DT40 TDP1 no CPT	TDP1 inh
O=C(Cc1ccccc1)OCn1nnc2ccccc2c1=O	-2%	-20%	5%
CCOC(=O)c1c(NC(NC(=O)CF)C(Cl)(Cl)Cl)sc2c1CCCC2 (stereo not given)	-7%	?	11%
Cn1c(=O)oc2cc(S(=O)(=O)N3CCC(C(=O)N4CCN(c5ccccc5)CC4)CC3)ccc21	3%	21µM*	-3%
CC(Cc1ccc(C(C)(C)C)cc1)CN1CC(C)OC(C)C1 (stereo not given)	-2%	·	15%
CC(C)(c1ccc(OCC2CO2)cc1)c1ccc(OCC2CO2)cc1 (stereo not given)	-14%&-3%	6.5µM*	-9%&-11%&8%
CC[C@@H](CO)NC(=O)[C@H]1C=C2c3cccc4[nH]cc(c34)C[C@H]2N(C)C1	·	-19%	5%
Cc1nn2c(=O)cc(COC(=O)c3ccccc3NC(=O)c3cccs3)nc2s1	-11%	10µM*	-1%
C[N+]1([O-])[C@@H]2CC(OC(=O)[C@@H](CO)c3ccccc3)C[C@@H]1[C@H]1O[C@H]12 (stereo not given in full)	10µM*!	·	0%
Cc1cccc(-n2c(C)nc3ccccc3c2=O)c1C	1%	21µM*	5%
O=P(Oc1ccccc1)(Oc1ccccc1)C(O)c1ccccc1 (stereo not given)	-3%	0%	-3%
Cc1cc(OCC(=O)OC(C)C)c2c3c(c(=O)oc2c1)CCCC3	?	?	-2%
COC(=O)C1=C(c2ccc(F)cc2OCc2ccccc2)C[C@@H]2CC[C@H]1N2C(=O)NCc1cc(C)oc1C(F)(F)F	-8%	?	0%
COc1ccc(-n2c(/C=C3\C(=O)Nc4ccccc43)nc3ccccc3c2=O)cc1	-5%	?	5%
O=P(OCC(F)(F)C(F)F)(N1CCOCC1)N1CCOCC1	-22%	-11%	4%
CC(C)N1CCN(Cc2cccc3c2OCO3)CC1CCO (stereo not given)	-22%	-17%	-2%
CCOC(=O)C1=C(C)OC(N)=C(C(=O)OCC)C12C(=O)Nc1ccc(Br)cc12 (stereo not given)	3%	?	-1%
O=c1[nH]c(=O)n(-c2cccc(Cl)c2)c(O)c1/C=N/c1ccccn1	1%	5%	-6%
COc1cc2c(cc1OC)[C@@H]1C(=O)c3ccc4c(c3OC1CO2)CC(C(C)C)O4 (stereo not given in full)	-8%	0.082µM*	19%[56.1 µM]
CC(NCc1ccc(Cl)cc1Cl)C(O)c1ccccc1 (stereo not given)	2%	?	2%
Cn1c(O)c(C=NCc2ccco2)c(=O)n(C)c1=O	-9%[0.501 µM]	0%	-2%
COC(=O)C1=C(c2ccc(C(C)=O)cc2)C[C@@H]2CC[C@H]1N2C(=O)N1CCOCC1	-1%	?	3%
Cc1cc(N2CCN(C)CC2)nc2ccccc12	-2%	-4%	·
COc1ccc2c(c1OC)C(=O)OC2C1c2cc3c(cc2CCN1C)OCO3 (stereo not given)	?	3%&-19%&-9%&-11%	7%[56.1 µM]
O=C1C2CCN(CC2)C1Cc1ccccc1O (stereo not given)	-8%	-22%	-3%
N#Cc1cc2c(nc1SCC(=O)Nc1ccc(OC(F)(F)F)cc1)C1CCN2CC1	-2%	18µM*	2%
O=C(CN1CCN(Cc2ccc(Cl)cc2)C1=O)N1CCC2(CC1)OCCO2	-3%	-2%	3%
O=C1CS[C@@H](c2ccccc2Cl)c2cc(Cl)ccc2N1	-23%	?	11%
C[N+]1(C)[C@@H]2CC[C@H]1CC(OC(=O)C(c1ccccc1)c1ccccc1)C2 (stereo not given in full)	-3%	?	·
COC(=O)[C@@H]1[C@@H]2C[C@H]3c4[nH]c5cc(OC)ccc5c4CCN3C[C@@H]2C[C@H](OC(=O)/C=C\c2cc(OC)c(OC)c(OC)c2)[C@H]1OC	?	·	19%[21 µM]
CC(=NCCN1CCCCC1)c1c(O)n(-c2ccccc2)c(=O)[nH]c1=O	0%	11%	1%
O=C(c1ccc(Cl)cc1)N1CCC2(CC1)OCCO2	-15%	3%	·
CCCCn1c(O)c(C(CC)=NCCN2CCOCC2)c(=O)[nH]c1=O	2%	-16%	10%
CC[C@@]1(O)C(=O)OCc2c1cc1n(c2=O)Cc2cc3c(O)cccc3nc2-1	?	·	?
O=[N+]([O-])c1ccccc1-c1cc(-c2ccccc2)cc(-c2ccccc2)[n+]1Cc1ccccc1Cl	-4%	0.73µM*	4%
O=[N+]([O-])c1ccc(-c2ccccc2)c([As](=O)(O)O)c1	8%	9.2µM*	0%
Cc1cccc(OCCn2cccc2/C=C2/C(=O)NC(=O)N(Cc3ccco3)C2=O)c1	?	-5%	-10%
CC(=O)N1CCN(CCN=Cc2c(O)n(-c3ccc(C)cc3)c(=S)[nH]c2=O)CC1	5%	-10%	·
CC1CN(c2ccc([N+](=O)[O-])cc2Cl)CCN1 (stereo not given)	-12%	?	-2%
C[N+]1(C)C2CCC1CC(OC(=O)c1ccccc1)C2 (stereo not given)	-8%	9%	·
Cc1ccc(Cn2cccc(C(=O)Nc3nc4ccc(C)cc4s3)c2=O)cc1	-7%	-11%	5%
CC(C)(C)c1ccc(O)c(CN2CCN(c3ccccc3)CC2)c1	4%	?	-1%
COC(C/C=C/C=C/CC/C=C\CC(C)/C=C\C(=C/C(=O)O)CC(=O)O)/C(C)=C\C=C(/C)C(=O)O (stereo not given)	2%	13%[4.12 µM]	6%
COC(=O)C1=C(c2ccc(F)cc2OCc2ccccc2)C[C@@H]2CC[C@H]1N2C(=O)N1CCC(C)CC1	-13%	?	4%
O=c1c2ccccc2nc(CN2CCCCCC2)n1-c1ccc(F)cc1	-1%	?	3%
O=c1c2ccccc2nc(/C=C/c2ccccc2)n1-c1ccccc1O	-9%	23µM*	·
C=CCn1c(O)c(C(CC)=Nc2ccc(N(C)C)cc2)c(=O)[nH]c1=O	-2%	?	0%
CO/C1=C\C(C)=C\[C@@H](C)[C@@H](O)[C@H](C)C/C(C)=C/C=C/[C@H](OC)[C@H]([C@@H](C)[C@@H](O)[C@H](C)[C@H]2C[C@@H](O)[C@H](C)[C@@H](C(C)C)O2)OC1=O	12%	·	2%
O=C(c1cc(F)ccc1F)C1CCCN(Cc2cccc(Cl)c2)C1 (stereo not given)	-2%	?	·

Entries of single compounds as entered above:
Shown for O=c1c2ccccc2nc(CN2CCCCCC2)n1-c1ccc(F)cc1 = KAT2A inh = -1%; DT40 TDP1 no CPT = ?; TDP1 inh = 3%
Shown for C[N+]1(C)C2CCC1CC(OC(=O)c1ccccc1)C2 (stereo not given) = KAT2A inh = -8%; DT40 TDP1 no CPT = 9%; TDP1 inh = ·

Later entries.
SMILES	KAT2A inh	DT40 TDP1 no CPT	TDP1 inh
COc1cc(OC)cc(C(=O)Nc2ccc(Cl)cc2C(=O)c2ccccc2Cl)c1	-5%	-25%	0%[12.3 µM]
c1cnc2c(c1)ncn2C1CCNCC1	-6%	-12%	4%
O=C1NC(=O)C(=Cc2coc3ccccc3c2=O)C(=O)N1	-2%	?	-2%
COc1ccc(/C=C2/C(=O)NC(=O)N(Cc3ccco3)C2=O)cc1	?	·	-6%
CCOc1ccc(N=C2SCCCN2C)cc1	-1%	?	3%
CCOC(=O)C1(CCOc2ccccc2)CCN(Cc2cccc(O)c2)CC1	1%	?	·
COc1cccc(-n2c(C)nc3ccccc3c2=O)c1	-11%	-12%	0%
C=C[C@H]1CN2CCC1C[C@@H]2C(O)c1ccnc2ccccc12 (stereo not given in full)	-4%	-1%	5%
CC(C)N1CCC2(CC1)NC(CO)(CO)CO2	-6%	-10%	0%
O=C1c2cccc3cc([N+](=O)[O-])cc(c23)C(=O)N1c1ccccc1O	0%	16µM*	0%
COc1ccccc1OCC(=O)N1CCCC(N2CCN(c3ccc(F)cc3)CC2)C1 (stereo not given)	1%	-6%	4%
COc1ccc2c3c1OC1C(O)C=CC4[C@@H](C2)N(C)CC[C@]314 (stereo not given in full)	-3%	-2%	1%

Quoted at random: 3 compounds from above.
SMILES	KAT2A inh	DT40 TDP1 no CPT	TDP1 inh
Cc1cccc(OCCn2cccc2/C=C2/C(=O)NC(=O)N(Cc3ccco3)C2=O)c1	?	-5%	-10%
O=C(O)CCn1cc(C=C2C(=O)NC(=O)NC2=O)c(-c2cc3ccccc3oc2=O)n1	-5%	-6%	·
C[N+]1(C)[C@@H]2CC[C@H]1CC(OC(=O)C(c1ccccc1)c1ccccc1)C2 (stereo not given in full)	-3%	?	·

Next records follow:
SMILES	KAT2A inh	DT40 TDP1 no CPT	TDP1 inh
O=C1/C(=C\c2cc3c(cc2Br)OCO3)N2CCC1CC2	-1%	?	4%
CN1CCCN(c2ccc([N+](=O)[O-])nc2)CC1	-7%	0%	13%
CN1C(=O)/C(=C\c2ccc(N3CCCCC3)o2)C(=O)NC1=S	-2%	?	-6%
COc1ccc2c(c1)NP(=S)(Oc1ccccc1)N2 (stereo not given)	-5%	15µM*	2%
Cc1cccc(CNCCc2ccccc2)n1	2%	-17%	3%
FC(F)(F)/C(=N\P(=S)(N1CCOCC1)N1CCOCC1)N1CCOCC1	-16%	5%	4%
Cc1cccc(C)c1NC(=O)Cn1c(=O)n(CC2CCC(C(=O)NCCc3ccccc3)CC2)c(=O)c2ccccc21 (stereo not given)	0%	?	0%
Cc1ccc(O)c(C(=O)c2cc(C(=O)NCc3ccccc3)c(=O)n(Cc3ccccc3)c2)c1	-14%	12µM*	5%
CC(C)c1c(CN(C)C(C)Cc2ccccc2)n(C)n(-c2ccccc2)c1=O (stereo not given)	-7%	?	·
CCOC(=O)c1ccc(N2C(=O)c3n[nH]c(-c4cccs4)c3C2c2ccc(Cl)cc2Cl)cc1 (stereo not given)	-12%	18µM*	9%
